Bioassay records (PubChem BioAssay)
H9c2 TAG inh: triacylglycerol accumulation inhibition; H9c2 cells, Nile Red lipid (TAG) fluorescence; cells loaded with 200 µM oleic acid; inhibition, % at 12.5 µM; hit rate 0.66% among 230,000; AID 651582;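 active = pattern-corrected inhibition of lipid staining of at least 50% with the nuclear-stain viability signal not falling by more than 50%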;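 note: 0% = DMSO wells and 100% = triacsin C control wells; some results filed as inactive read as strong as hits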
H9c2 TAG inh DAPI viability: also measured in H9c2 TAG inh; calls as there; DAPI nuclei signal change (viability), lower = more cytotoxic, %;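 whole-well DAPI fluorescence read on a plate reader as a viability signal; minus 50 percent equals half of cells still viable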
Starred values were filed as active, the others as inactive. The list is partial (hit frequency here may not be typical).

SMILES	H9c2 TAG inh	H9c2 TAG inh DAPI viability
Cc1csc(=Nc2ccccc2)n1CCCN1CCCC1=O	1	-4
N#C/C(=N\Nc1ccc(S(=O)(=O)N2CCOCC2)cc1)C(N)=S	5	3
COc1ccc(-c2cc(C(F)(F)F)c3c(n2)sc2c(O)cc(=O)[nH]c23)c(OC)c1	-2	25
Cc1cc(NC(=O)CSC2=NS(=O)(=O)c3cc(F)ccc3N2)no1	-1	-9
COc1ccc(NC(=O)Nc2cccc(C(F)(F)F)c2)cn1	-7	3
CCCn1ncc(CN2CCC(n3nccc3NC(=O)c3ccccc3Cl)CC2)c1C	22	-4
CCCCc1c(O)nc(SCC(=O)N2CCOCC2)n(-c2ccc(C)cc2)c1=O	0	-1
Cc1cc(NC(=O)CS(=O)(=O)c2ccc(F)cc2)no1	-7	1
CC(C)CC(=O)c1c(O)c(C=O)c(O)c2c1O[C@@]1(C)[C@@H](C2)C[C@H]2C[C@@H]1C2(C)C	-2	-3
Cc1ccnc(NC(=O)c2ccc(S(=O)(=O)N3CCC(C)CC3)cc2)c1	-5	1
CCOc1cc(/C=N/NC(=O)c2cccnc2)ccc1OCC(N)=O	24	-14
O=C(COC(=O)c1ccc(Br)o1)NC12CC3CC(CC(C3)C1)C2	-9	2
Nc1ccc(-c2cn3cccnc3n2)cc1	0	0
CC(=O)c1cccc(NC(=O)N2CCC(c3ccc(C)cc3)C2)c1 (configuration not stated)	-16	-6
Cc1cc(C)c2[nH]c(=O)c(C(c3nnnn3CC3CCCO3)N3CCCC(C)C3)cc2c1 (configuration not stated)	11	6
O=C(N/N=C/c1cc(Br)cs1)c1c[nH]c2ccccc12	12	-6
CCOC(=O)C(C)Sc1ccc2nnc(CCNS(=O)(=O)c3ccccc3)n2n1 (configuration not stated)	6	-5
O=C1[C@H]2[C@@H](/C=C/c3ccccc3)N3C(=O)CN(CC4CC4)C(=O)[C@@]3(Cc3ccccc3)[C@H]2C(=O)N1c1ccccc1	-6	-8
O=[N+]([O-])c1cccc(-c2ccc(/C=N/Nc3nc(N4CCCCC4)nc(N4CCCCC4)n3)o2)c1	22	3
COc1ccc(CNC(=O)CN2C(=O)NC3(CCCCCC3)C2=O)cc1	3	-1
Cc1cccc(C(=O)OC(C)C(=O)Nc2ccc(S(=O)(=O)N3CCCC3)cc2)c1O (configuration not stated)	-17	6
O=C(CCc1nc2ccccc2c(=O)[nH]1)OCC(=O)N1CCc2ccccc21	5	-1
COc1ccc(C(O)c2nc(-c3cccc(C(F)(F)F)c3)cs2)cc1 (configuration not stated)	-6	6
CCSc1ccccc1C(=O)NCc1cccnc1	6	2
CCc1nc2c(OCc3ccccc3C)cccn2c1N(C)C(=O)c1ccc(C)cc1	9	1
COc1ccc(NC(=O)c2ccc(NC(=O)CN3CCN(c4ccccc4OC)CC3)cc2)cc1	14	5
CCc1c(C)nc2ncnn2c1Nc1ccc(C)cc1	-46	-3
CNCCC=C1c2ccccc2CCc2ccccc21	46	-28
O=C(CN(CCO)c1ccccc1)NC12CC3CC(CC(C3)C1)C2	4	-4
CC(C)CCN=CC1=C(O)CC(c2ccccc2)CC1=O (configuration not stated)	-4	2
CC1(C)CC(=O)C=C(c2ccc(COC(=O)C3CC3)cc2)C1=O	-4	-6
CC(C)N(C(=O)COC(=O)[C@H](C)NC(=O)c1ccco1)c1ccccc1	3	-3
O=S(=O)(Nc1ccc(-n2cnnn2)cc1)c1cccs1	2	10
CN(CC(=O)Nc1cccc(F)c1)C(=O)Cc1ccsc1	-23	-1
CCOC(=O)C(Sc1cc(-c2ccccc2)nc2ncnn12)C(C)=O (configuration not stated)	-9	5
Cc1cccc(-n2c(N)cc(=O)nc2SCC(=O)Nc2cc(C)on2)c1	2	3
CC(=O)C1C(=O)CC(c2ccc(Cl)cc2)CC1=O (configuration not stated)	-5	-1
Cc1noc(-c2ccc(C(F)(F)F)cc2)c1NC(=O)Nc1ccc(Cl)cc1	1	-6
CC(=O)NC(CCS(C)(=O)=O)C(=O)Nc1cc(C)ccc1C (configuration not stated)	-3	12
Cc1ccc(NC(=O)COC(=O)c2cc(=O)c3cc(F)ccc3o2)cc1	-1	5
COc1cc(/C=N/NC(=O)Cn2cnc3c2c(=O)n(C)c(=O)n3C)ccc1O	-8	8
CC1(C)NC(=O)N(c2ccc([N+](=O)[O-])c(C(F)(F)F)c2)C1=O	-12	2
CCCc1c(O)c2ccccc2[nH]c1=O	2	0
Cc1ccsc1/C=N/N1CCN(Cc2ccccc2)CC1	0	2
C=C(C)Cn1c2ccc(NC(=O)CCc3cccc(Cl)c3)cc2c(=O)n1C	7	7
COc1ccc(S(=O)(=O)N(C)C[C@H]2Oc3ncc(-c4ccncc4)cc3C(=O)N([C@@H](C)CO)C[C@@H]2C)cc1	-2	-3
Cc1cc(C(=O)CSc2nnc(N)s2)c(C)n1CCc1ccc(F)cc1	3	9
C=CCn1c(SCCC(=O)O)nnc1-c1cccs1	11	-7
CCc1nc(SCC(=O)NCCc2ccccc2)c2c(=O)n(C)c(=O)n(C)c2n1	4	-4
CCCCNC(=O)c1ccc(NC(=O)C2CCCO2)cc1 (configuration not stated)	2	8
CCN(CC)Cc1cc(Nc2c3ccccc3nc3c4ccccc4n(C)c23)cc(CN(CC)CC)c1O	28	5
CCN(CC(=O)Nc1cc(Cl)ccc1C)C(=O)c1ccc(N2CCCC2=O)cc1	-3	1
CC1=C(C(=O)c2ccccc2)C(c2ccc(O)cc2)NC(=S)N1 (configuration not stated)	9	-2
C[C@@H]1CCCCO[C@H](CN(C)S(=O)(=O)c2cccs2)[C@@H](C)CN([C@H](C)CO)C(=O)c2cc(NC(=O)Nc3ccc4c(c3)OCO4)ccc2O1	9	-3
Cc1cccc(NC(=O)CSCc2nc3c(nnn3Cc3ccc(F)cc3)c(=O)[nH]2)c1C	0	-2
COc1ccccc1-c1c(C)oc2c(CN3CCN(CCO)CC3)c(O)ccc2c1=O	-1	-2
CCOc1cc(OCC)cc(C(=O)O)c1	-10	8
CCCCCOc1ccc2oc(=O)c3c(c2c1)CCCN3C(=O)CN1CCCC(C(=O)OCC)C1 (configuration not stated)	22	5
CCN(CC)c1ccc(/C=c2\sc3nc4ccccc4n3c2=O)c(O)c1	14	41
CC(=O)Nc1ccc(S(=O)(=O)NCCC(=O)OCc2nc(N)nc(Nc3ccccc3C)n2)cc1	8	1

The last five compounds of the section above come first, to join the parts.
SMILES	H9c2 TAG inh	H9c2 TAG inh DAPI viability
COc1ccccc1-c1c(C)oc2c(CN3CCN(CCO)CC3)c(O)ccc2c1=O	-1	-2
CCOc1cc(OCC)cc(C(=O)O)c1	-10	8
CCCCCOc1ccc2oc(=O)c3c(c2c1)CCCN3C(=O)CN1CCCC(C(=O)OCC)C1 (configuration not stated)	22	5
CCN(CC)c1ccc(/C=c2\sc3nc4ccccc4n3c2=O)c(O)c1	14	41
CC(=O)Nc1ccc(S(=O)(=O)NCCC(=O)OCc2nc(N)nc(Nc3ccccc3C)n2)cc1	8	1
CCn1cc(Cl)c(C(=O)Nc2cccc(CN3CCOCC3)c2)n1	8	1
Oc1ccccc1N=Cc1ccc[nH]1	-49	8
O=C(c1cccnc1)N1CCN(c2c(Cl)cccc2[N+](=O)[O-])CC1	-3	-11
CCc1ccc(N(CC(=O)NC2CCCC2)S(=O)(=O)c2c(C)noc2C)cc1	-13	-4
CCCN1CCC(NC(=O)Nc2cc(Cl)ccc2OC)CC1	-7	5
O=C(COC(=O)c1ccc(-c2ccccc2)cc1)Nc1ccccc1-c1ccccc1	-6	10
O=C(Nc1c2c(nc3ccccc13)CCCC2)c1ccccc1Cl	-14	-1
CN(Cc1ccc(OC(F)F)cc1)C(=O)c1ccccc1Sc1ccccc1C#N	8	-9
C=CCn1c(SCC(=O)NC(=O)NCC(C)C)nnc1C1CCCCC1	7	-6
O=C(O)c1cccc(N2C(=O)c3ccc4c5c(ccc(c35)C2=O)C(=O)N(c2cccc(C(=O)O)c2)C4=O)c1	-2	2
COc1cc(NC(=O)CSCc2ccccc2)c(C(=O)O)cc1OC	-1	3
CS(=O)(=O)c1ccc2nc(NC(=O)c3ccc(S(=O)(=O)NCC4CCCO4)cc3)sc2c1 (configuration not stated)	-12	13

Pulled one by one from the list above (5):
SMILES	H9c2 TAG inh	H9c2 TAG inh DAPI viability
CN(Cc1ccc(OC(F)F)cc1)C(=O)c1ccccc1Sc1ccccc1C#N	8	-9
COc1cc(NC(=O)CSCc2ccccc2)c(C(=O)O)cc1OC	-1	3
O=C(Nc1c2c(nc3ccccc13)CCCC2)c1ccccc1Cl	-14	-1
O=C(c1cccnc1)N1CCN(c2c(Cl)cccc2[N+](=O)[O-])CC1	-3	-11
CCc1ccc(N(CC(=O)NC2CCCC2)S(=O)(=O)c2c(C)noc2C)cc1	-13	-4

(listing goes on)
SMILES	H9c2 TAG inh	H9c2 TAG inh DAPI viability
Cn1c(Cc2cccc3ccccc23)nnc1SCc1ccc([N+](=O)[O-])cc1	6	6
CC1=NN(c2ccccc2)C(=O)C1=Cc1ccccc1	4	-9
Cc1cccn2c(=O)nc(SCC(=O)N3CCOCC3)nc12	1	1
CC(C)(C)c1cc(C(F)(F)F)nc(SCCCNC(=O)c2ccco2)n1	-17	-4
Cc1cccc(C(=O)N2CCC(=O)N(C(COCc3ccccc3)Cc3ccccc3)CC2)c1 (configuration not stated)	-24	3
COc1cccc(C(=O)NNC(=O)c2cccc3ccccc23)c1	-2	6
Cc1ccc(S(=O)(=O)NCc2nc(-c3ccccc3)no2)cc1	-8	3
CCC(C)Oc1cccc(C(=O)Nc2ccccc2N2CCOCC2)c1 (configuration not stated)	5	-6
O=C1CC(c2nc3ccccc3[nH]2)CN1c1cccc(C(F)(F)F)c1 (configuration not stated)	7	0
CC1=NN(Cc2ccccc2)C(=O)C1C(c1ccncc1)C(C#N)C#N (configuration not stated)	2	0
Cc1cc(C)cc(-n2ncc3c2CCCC3NC(=O)c2csnn2)c1 (configuration not stated)	-7	2
Cc1ccc(S(=O)(=O)N(CC(=O)Nc2ccccc2)C(=O)N2CCN(C)CC2)cc1	4	2
CCC1CCCCN1C(=O)CSc1nnc(-c2cccs2)o1 (configuration not stated)	5	-3
O=C(CCC(=O)N1CCCCCC1)NCc1ccc(F)cc1	-2	-4
CCN(CC)C(=O)C1CCCN(c2ncnc3c2cnn3-c2ccc(Cl)cc2)C1 (configuration not stated)	-19	13
Cc1sc2ncnc(SCC(=O)NCC3CCCO3)c2c1C (configuration not stated)	-5	-3
COC(c1ccccc1)c1nnc(CCC(=O)NCc2cccc(-n3cccn3)c2)o1 (configuration not stated)	-1	5
C=C1N(c2cccc(Cl)c2)C(=O)OC1(C)C	1	-1
O=C(CSc1nnc(-c2cccnc2)n1Cc1ccco1)N1CCc2ccccc21	13	-5
O=C(COC(=O)c1c[nH]c(=O)[nH]c1=O)NCc1ccccc1	10	-3
Cc1ncc([N+](=O)[O-])n1S(=O)(=O)c1cc(Cl)ccc1Cl	13	-12
Cc1ccc(NC(=O)C(c2ccccc2)N2CCN(CC(=O)N3CCOCC3)CC2)cc1 (configuration not stated)	-13	1
COc1ccc(S(=O)(=O)Nc2ccc3c(c2)C(=O)N([C@H](C)CO)C[C@H](C)[C@@H](CN(C)C(=O)Nc2ccc4c(c2)OCO4)O3)cc1	-7	-1
Cc1[nH]c2ccccc2c1C(=O)CSc1ccccn1	3	-6
O=C(COC(=O)Cc1ccccc1F)Nc1cccc(S(=O)(=O)NC2=NCCCCC2)c1	-6	-7
Cc1cc2c(cc1S(=O)(=O)N1CCN(c3cccc(C)c3C)CC1)OCCN2C	-22	1
CCc1cccc2c(C(=O)CSc3nncn3C)c[nH]c12	13	-5
CCN1C(=O)/C(=C\N2CCN(C(=O)c3ccco3)CC2)SC1=S	-39	8
CC1(C(=O)NS(=O)(=O)c2ccc3c(c2)CCO3)CCN1C(=O)c1ccccc1CCc1ccccc1 (configuration not stated)	8	1
Cc1cc(NC(=O)/C=C/c2ccc(Cl)cc2)no1	9	0
CCCCNc1nc2cccnc2s1	2	1
COc1cccc2c(=O)n(CC(=O)NC3CCCCC3)ccc12	-7	-3
CCCSc1nnc(NC(=O)c2sc3nc(-c4cccs4)ccc3c2N)s1	-10	14
CNC[C@H]1Oc2c(NS(=O)(=O)c3ccc(OC)cc3)cccc2C(=O)N([C@H](C)CO)C[C@@H]1C	-3	-9
COc1ccc([C@H]2C[C@H](O)[C@@H](n3cc(-c4ccc(F)cc4)nn3)CN2C(=O)C2CCCCC2)cc1	-6	-17
N#CCCN(Cc1ccccc1)C(=S)Nc1ccc(F)cc1	-1	-9
COc1ccc2c(c1)CCC1C2=NN(/C(C)=C/C(C)=O)C1c1cccc(F)c1 (configuration not stated)	6	-6
Cn1c(=O)n(Cc2ccccc2F)c2ccccc21	-18	3
CCOc1ccc(-c2c(C)n([O-])c3c([n+]2=O)CCCC3)cc1	-20	-1
CCCCC1=CC2=CC(=O)C(C)(OC(=O)CC)C(=O)C2=CN1CCCCO (configuration not stated)	-3	10
CC1(C(=O)O)CCC(C(N)=O)C1(C)C (configuration not stated)	-6	0
O=C(Nc1ccccc1)C1CCN(C(=O)c2ccc(Br)cc2)CC1	-13	1
CCN(Cc1ccncc1)C(=O)Cc1cccs1	-1	2
CCCCn1c(N)c(N(CCOC)C(=O)CCCc2cccs2)c(=O)[nH]c1=O	-2	-1
Cc1ccc(C(=O)N2CCC(C(=O)NCc3cccnc3)CC2)cc1	7	-7
O=C(NNc1ncnc2c1cnn2-c1ccc(F)cc1)c1ccco1	0	4
Cc1c(C)n(CC(O)CNc2ccccc2)c2ccccc12 (configuration not stated)	-6	9
CCCNC(=O)CS(=O)Cc1nc(-c2ccc(OC)cc2)oc1C (configuration not stated)	0	-6
COc1ccc(NS(=O)(=O)c2cccc(C(=O)Nc3cccc(C(=O)O)c3)c2)cc1	-3	-6
CC1(C)C(=O)NCCN1C(=O)CCCC(=O)O	-4	-4
Cc1ccc(-c2csc(NC(=O)c3cccs3)n2)cc1	30	-3
